Source: PubChem BioAssay
HCV NS3 hel inh = inhibitors of Hepatitis C virus NS3 helicase; NS3 helicase DNA unwinding, Cy5 molecular beacon fluorescence; inhibition, % at 10.9 µM; 290,000 compounds, 0.56% hits; AID 1800;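 active means inhibition above the mean of all tested compounds plus 3 SD, set per campaign, cut at about 35% in these data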;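 further: 0% = DMSO wells and 100% = thioflavine S control wells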
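assay system = NS3 helicase fragment of HCV | buffer or medium = MOPS pH 6.5, MgCl2, DTT, Tween20, BSA | timing = 60 min unwinding reaction at 25 °C after ATP addition | signal = Cy5 beacon fluorescence read at start and 1 h | read-out basis = % inhibition of unwinding | control set = low DMSO, high thioflavine S at 110 µM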
IMP-1 inhibitor = blocks Pseudomonas aeruginosa IMP-1 metallo-beta-lactamase; inhibition, % at 5.6 µM; 290,000 compounds, 0.45% hits; purified IMP-1, nitrocefin hydrolysis, epi-absorbance fluorescence;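 active means inhibition above the mean plus 3 SD of all compounds in the same screening run, cut at about 4.5% in these data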;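 further: 0% = IMP-1 with DMSO and 100% = DMSO wells lacking enzyme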
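assay system = purified recombinant IMP-1 metallo-beta-lactamase enzyme | schedule = 15 min preincubation plus 25 min reaction at 25 °C | signal = Epi-absorbance fluorescence, 480 nm excitation, 530 nm emission | read-out basis = percent inhibition from optical density relative to buffer-blank wells | controls = IMP-1 with DMSO as 0%, enzyme-free DMSO as 100%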
GPR7 antag = antagonists of human GPR7 (neuropeptides B/W receptor 1). GPR7-expressing cells, fluorescence antagonist assay. inhibition, % at 4.4 µM. 290,000 compounds, 1.1% hits. AID 1861; in the data active means inhibition above about 16%, passing the limit was not always enough;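 further: cells stimulated with the agonist NPW; 0% = agonist with vehicle and 100% = vehicle without agonist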
V1aR counter = activates human V1a receptor in oxytocin agonist counter-screen | 320,000 compounds, 0.25% hits | CHO-V1R cells, Fluo-8 calcium fluorescence, agonist mode; 0% DMSO, 100% 3 nM vasopressin | activation, % at 3 µM;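 active means activation above the mean activation of all tested compounds plus 3 SD, per screening run, cut at about 20% in these data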;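 further: signal is peak over basal fluorescence ratio across a 100 second FLIPR read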
FID counter = fluorescent intercalator displacement, NS3 helicase counter-screen; DNA fluorescent intercalator displacement, fluorescence; inhibition, % at 7.9 µM; 290,000 compounds, 0.17% hits; AID 1845; in the data active means inhibition above about 37%;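 further: 0% = vehicle and 100% = reference compound; higher means more ethidium bromide displaced from hairpin DNA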
OXTR ag = agonists of human oxytocin receptor. P30559. AID 2435. activation, % at 3 µM. 320,000 compounds, 0.32% hits. CHO-OTR cells, Fluo-8 calcium fluorescence; normalized: DMSO 0%, oxytocin 100%;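 active means activation above the mean of all tested compounds plus 3 SD, cutoff set per screening run, cut at about 20% in these data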;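 further: peak over basal fluorescence ratio from a 100 s FLIPR kinetic read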
Target sequence (P30559 whole entry, looked up): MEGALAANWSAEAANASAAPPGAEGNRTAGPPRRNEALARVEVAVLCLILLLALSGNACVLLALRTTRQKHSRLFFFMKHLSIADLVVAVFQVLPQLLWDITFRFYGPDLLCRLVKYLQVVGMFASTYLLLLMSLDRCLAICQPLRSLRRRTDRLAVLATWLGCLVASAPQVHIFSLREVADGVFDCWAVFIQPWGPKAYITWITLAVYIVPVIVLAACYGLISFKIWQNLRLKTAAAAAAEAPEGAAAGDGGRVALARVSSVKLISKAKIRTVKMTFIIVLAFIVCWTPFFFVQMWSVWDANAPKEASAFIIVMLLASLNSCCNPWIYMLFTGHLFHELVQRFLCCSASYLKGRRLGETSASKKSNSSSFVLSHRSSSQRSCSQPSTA
VIM-2 inh = blocks Pseudomonas aeruginosa VIM-2 metallo-beta-lactamase; purified VIM-2, nitrocefin hydrolysis, epi-absorbance fluorescence; inhibition, % at 5.6 µM; 290,000 compounds, 0.89% hits;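 active means inhibition above the mean of all tested compounds plus 3 SD, cutoff set per screening run, cut at about 7.5% in these data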;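 further: red hydrolysis product quenches plate fluorescence so inhibitors raise well fluorescence; 0% = enzyme with DMSO and 100% = DMSO without enzyme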
PHOSPHO1 block = blocks human PHOSPHO1 phosphatase activity | Q8TCT1 | recombinant PHOSPHO1, absorbance phosphatase assay | inhibition, % at 13.3 µM | 290,000 compounds, 1.1% hits | AID 1565; in the data active means inhibition above about 60%
Target sequence (Q8TCT1 whole entry, looked up): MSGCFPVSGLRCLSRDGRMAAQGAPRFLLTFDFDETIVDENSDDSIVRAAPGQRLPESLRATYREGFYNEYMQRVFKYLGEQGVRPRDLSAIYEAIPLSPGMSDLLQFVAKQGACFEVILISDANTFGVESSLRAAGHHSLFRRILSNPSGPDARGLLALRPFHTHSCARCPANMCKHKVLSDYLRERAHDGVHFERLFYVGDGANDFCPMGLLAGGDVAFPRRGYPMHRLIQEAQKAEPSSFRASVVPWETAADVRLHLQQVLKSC
GalR3 antag = blocks the human galanin receptor 3; AID 651719; HEK293 GalR3-CNG cAMP membrane potential fluorescence; galR3 body fused to GalR1 C-terminus; 360,000 compounds, 0.44% hits; inhibition, % at 3 µM;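 active means inhibition above the screen-wide average plus 3 SD, cut at about 13% in these data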;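 further: forskolin and galanin both at EC90 stimulate the cells; cAMP rise reported by CNG channel membrane potential dye signal; 0% = forskolin plus galanin with DMSO and 100% = forskolin alone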
Target sequence (O60755 1-299 limits assumed): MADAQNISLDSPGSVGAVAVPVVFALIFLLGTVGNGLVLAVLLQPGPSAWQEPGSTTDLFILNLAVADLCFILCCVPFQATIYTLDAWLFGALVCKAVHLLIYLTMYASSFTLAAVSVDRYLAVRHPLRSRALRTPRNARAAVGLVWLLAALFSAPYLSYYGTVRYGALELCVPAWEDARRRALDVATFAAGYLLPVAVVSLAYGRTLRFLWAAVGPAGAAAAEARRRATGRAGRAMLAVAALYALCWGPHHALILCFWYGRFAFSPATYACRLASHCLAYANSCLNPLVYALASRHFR
* = called active by the depositor; . = no result given. An unsorted share of the library; 4.3% or so of the library scored in one or more.

SMILES	HCV NS3 hel inh	IMP-1 inhibitor	GPR7 antag	V1aR counter	FID counter	OXTR ag	VIM-2 inh	PHOSPHO1 block	GalR3 antag
CCc1nnc(NC(=O)CCC(=O)NCc2ccc(OC)cc2)s1	-4	-3.8	-14	-0.3	2	0.3	-1.4	27	-6
Cc1ccc(C(=O)Nc2ccc(S(=O)(=O)N3CCCC3)cc2)o1	-2	-4.2	-9	0.4	-20	0.1	-3.1	12	-3
C/C(=N\N1CCN(Cc2ccccc2)CC1)c1ccco1	4	-3.8	-6	-0.9	12	-0.5	-2.0	46	0
O=C(c1ccco1)N1CCN=C1SCc1ccccc1F	3	-4.1	-5	0.4	-4	-0.1	-3.7	17	-1
C/C(=N\NC(=O)Cn1nc(C)c(Br)c1C)c1cccs1	-1	-0.7	-3	0.6	-3	-0.4	-0.4	16	-2
CCn1c(=S)[nH]c2cc(Cl)ccc21	-3	-1.5	-13	0.2	-5	-3.0	-2.9	-103	-3
O=C(Nc1cccc2ccccc12)C1CCN(C(=O)NCc2ccccc2)CC1	2	-1.9	13	-0.7	-7	-0.2	-2.0	15	-3
COc1ccc(-c2nc(C)ncc2-c2ccc(Cl)cc2)c(O)c1	11	-4.3	-20	-1.1	-29	-2.1	-2.2	.	-9
Cc1ccc2oc(=O)c3cnn(CC(=O)Nc4cc(-c5cccc(F)c5)no4)c3c2c1	11	-3.5	8	0.9	-14	0.4	-0.8	14	.
Cc1c(Cl)cccc1NC(=S)N1CCN(S(=O)(=O)c2cccs2)CC1	-3	-1.8	16	0.8	-15	3.8	-3.8	16	-4
CC1CCCC2(C1)NC(=S)N(c1ccccc1)N2 (stereo unspecified)	6	-1.1	5	-0.9	4	-0.1	-0.5	57	-2
O=C(CC1C(=O)NCCN1CC(c1ccccc1)c1ccccc1)NCC1CCOCC1 (stereo unspecified)	-25	-3.1	-12	1.0	-26	-0.4	-0.5	43	-2
O=C(c1ccc2c(=O)n3c(nc2c1)CCCCC3)N1CCN(c2ccc(F)cc2)CC1	-6	-1.3	-6	-0.8	-44	-0.5	-0.6	23	-4
O=C(Oc1cccc(Br)c1)c1cccnc1	7	-2.0	-6	0.2	2	-1.4	-1.3	34	1
O=C(O)c1cccc(Cn2c(Cl)c(/C=N/NC(=O)c3ccccc3)sc2=O)c1	3	-1.1	9	1.1	-20	-0.1	-1.8	16	0
CCOC(=O)NC(=O)COC(=O)c1ccc(Sc2ncn[nH]2)c([N+](=O)[O-])c1	-4	-0.5	3	0.5	9	-0.4	-3.2	-10	-4
O=c1c(F)cn(C2CCCO2)c(=O)n1Cc1c(F)cccc1Cl (stereo unspecified)	8	-5.1	-8	-0.5	-3	-1.1	0.3	0	-5
Cc1nc2cc(Cl)c(Cl)cc2nc1C	0	-1.8	-8	-1.1	-5	-0.6	0.8	-22	-4
Cc1cccc(NC(=O)C2CCCN2S(=O)(=O)c2ccc(Cl)cc2)n1 (stereo unspecified)	-2	-1.2	-15	0.3	-22	-1.3	-0.8	38	2
O=C(COc1ccc(Cl)cc1Cl)NC(=O)c1ccccc1	0	-2.7	-9	1.4	-5	-0.3	-1.0	4	-4
NC(=O)CSc1nc2cc([N+](=O)[O-])ccc2n1-c1cccc(C(F)(F)F)c1	-8	-5.2	-8	-0.9	-14	-1.9	3.9	-12	-1
Cc1ccccc1NC(=O)c1sc2nc[nH]c(=O)c2c1C	2	-3.2	-11	0.1	-3	0.0	0.1	19	-2
CCOC(=O)N1CCN(C(=O)c2cc3cc(C)ccc3[nH]2)CC1	0	-0.9	-10	-0.7	-30	-0.7	-0.1	34	-5
O=C(COn1nnc2ccc(Cl)cc21)NC12CC3CC(CC(C3)C1)C2	10	-3.9	6	-1.4	-23	-1.9	-1.9	-12	-7
Cc1c(NC(=O)Nc2ccccc2)c(=O)n(-c2ccccc2)n1C	8	-2.0	-9	.	-8	.	-2.9	38	-10

For reference, some entries already given:
SMILES	HCV NS3 hel inh	IMP-1 inhibitor	GPR7 antag	V1aR counter	FID counter	OXTR ag	VIM-2 inh	PHOSPHO1 block	GalR3 antag
CCc1nnc(NC(=O)CCC(=O)NCc2ccc(OC)cc2)s1	-4	-3.8	-14	-0.3	2	0.3	-1.4	27	-6
Cc1ccc(C(=O)Nc2ccc(S(=O)(=O)N3CCCC3)cc2)o1	-2	-4.2	-9	0.4	-20	0.1	-3.1	12	-3
C/C(=N\N1CCN(Cc2ccccc2)CC1)c1ccco1	4	-3.8	-6	-0.9	12	-0.5	-2.0	46	0

(listing goes on)
SMILES	HCV NS3 hel inh	IMP-1 inhibitor	GPR7 antag	V1aR counter	FID counter	OXTR ag	VIM-2 inh	PHOSPHO1 block	GalR3 antag
CC(NC(=O)CNC(=O)c1sc2ccccc2c1Cl)c1cccnc1 (stereo unspecified)	5	0.2	9	2.0	-16	1.6	1.6	17	-7
Cc1nnnn1/C(=C\c1ccccc1)C(=O)OCC(=O)NC(C)(C)C	-5	-2.9	0	1.6	-10	0.7	-1.2	12	-2
O=C(Nc1ccc(Cl)cc1C(=O)NCC1CCCO1)c1ccco1 (stereo unspecified)	-3	-1.6	-3	-0.8	-14	-0.9	-3.0	-12	-7
CCOC(=O)N1CCN(C(=O)COc2ccc3c(c2)C(=O)CC2(CCN(C(C)=O)CC2)O3)CC1	7	-3.5	-3	0.5	-29	1.7	-3.7	36	-4
CCOc1ccc(Cl)cc1S(=O)(=O)NC1CCCC1	2	-1.5	-8	-1.2	-26	-0.3	-0.3	43	-5
CCn1c2ccccc2c2cc(NC(=O)CSc3nnc(-c4cccc(F)c4)o3)ccc21	-10	-1.7	-10	-0.8	-9	-0.9	-1.5	26	-1
Cc1ccc(C(=O)Nc2ccc(C(=O)N/N=C/c3ccncc3)cc2)cc1	-2	-1.8	-5	0.8	5	-0.3	-1.5	28	.
O=C(Nc1ccsc1C(=O)O)c1cccc(C(F)(F)F)c1	8	-0.4	-13	0.0	-3	-1.0	-1.0	6	-9
CCOC(=O)CSc1nnnn1-c1cc(OC)ccc1OC	3	-1.4	-10	-0.2	-2	0.0	0.1	-2	3
CCOc1ccccc1/C=N/NC(=O)c1nnn(-c2nonc2N)c1CN1CCCC1	6	-3.3	-19	-0.8	-20	-1.2	5.0	51	-1
Cc1ccc2c(c1)c1ncnc(N3CCOCC3)c1n2C	0	-4.0	-13	2.7	-14	1.2	7.7*	24	11
COc1cc(/C=C2\CCCc3c2nc2ccccc2c3C(=O)O)cc(Cl)c1O	2	-1.1	-21	0.5	-13	0.2	2.5	15	-9
Cc1ccccc1NC(=O)/C(=C/c1cccs1)NC(=O)c1ccco1	-4	-3.3	-1	0.1	-1	1.4	1.4	-1	-3
O=C(NCCO)/C(=C\c1ccc(Br)cc1)NC(=O)c1cccs1	1	-4.8	0	0.2	-1	-0.3	-4.0	3	-11
COc1ccccc1CCC(=O)N1CCC(n2nccc2NC(=O)CC(C)C)CC1	-1	-0.5	-3	0.8	-34	-0.5	-1.2	33	-2
CCCn1nnc(NC(=S)NC(=O)/C=C/c2ccc(Cl)cc2)n1	3	-2.7	-9	0.7	-15	-1.1	-3.8	23	-2
Cn1c(N)c(S(=O)(=O)N2CCN(c3ccccc3)CC2)c(=O)n(C)c1=O	-8	-3.8	-11	1.1	-1	1.1	-2.0	27	0
Cc1cc(C)c2nc(N3CCCN(C(=O)c4cnccn4)CC3)c(C#N)cc2c1	-4	0.3	-16	-1.2	-36	-1.1	-2.6	14	-4
CCN(CC)c1ccc2cc(C(=O)Nc3ccccn3)c(=O)oc2c1	8	-3.3	9	1.9	3	2.5	-1.4	-14	-2
CCc1nc(SCc2cccnc2)c(C#N)cc1C	-2	-3.6	-14	-0.9	-18	-1.3	-2.1	4	-6
Cc1cc(C)n(-c2ccccc2C#N)n1	10	-2.3	-16	0.8	-6	-0.1	0.4	29	-5
O=C(NC1CCCc2ccccc21)c1ccccc1Cl (stereo unspecified)	-3	-0.8	-7	-1.0	-4	-2.1	-2.4	20	-6
COc1ccc(C2NC(=O)NC(C)=C2[N+](=O)[O-])cc1 (stereo unspecified)	1	-2.2	-4	0.6	-5	0.2	-0.8	39	-10
CCOc1[nH]n(-c2ccc(Cl)cc2)c(=O)c1C=Nc1ccc(C)cc1	6	-3.4	0	.	-1	.	-1.1	8	.
O=C(/C=C/c1ccc(-c2ccccc2[N+](=O)[O-])o1)c1ccccc1	25	-0.6	10	-0.5	-13	-1.7	-2.6	-10	-4
Next entries.
SMILES	HCV NS3 hel inh	IMP-1 inhibitor	GPR7 antag	V1aR counter	FID counter	OXTR ag	VIM-2 inh	PHOSPHO1 block	GalR3 antag
Cc1[nH]n(-c2ccccc2)c(=O)c1N=Nc1ccccc1	3	-3.4	-4	0.4	-1	-2.4	-5.4	23	-2
Cc1ccc(CC(=O)Nc2cc(C)ccn2)cc1	-12	-4.1	3	-1.0	-4	-0.6	-0.6	39	-2
COc1ccccc1CNC(=O)Cc1cc(=O)[nH]c(=O)[nH]1	1	2.1	2	0.7	-4	-0.4	-0.4	-6	.
COc1ccc(C(=O)Nc2cccc(/C(C)=N/NC(=O)c3ccc([N+](=O)[O-])c(C)c3)c2)cc1OC	4	-5.4	-6	0.5	-9	0.2	-4.4	-2	-3
COc1ccc(S(=O)(=O)N2c3ccccc3OCC2C(C)(C)C)cc1 (stereo unspecified)	-10	-1.6	-17	0.6	-12	-2.0	-0.1	3	-7
CCCn1nnc(NC(=O)c2cccc(OCC(C)C)c2)n1	-1	-3.7	0	-1.3	-17	-1.9	-3.1	-6	-5
Cc1cc(C(F)F)n2nc(C(=O)Nc3cccc(S(=O)(=O)N4CCOCC4)c3)nc2n1	2	0.2	-10	-0.4	-13	0.5	0.0	24	-2
NS(=O)(=O)c1ccc(CCNC(=O)c2ccc(Cl)s2)cc1	9	-3.6	-7	-0.4	-7	1.1	-1.0	-5	1
CCOc1ccccc1N(CC)C(=O)c1ccc2c(=O)n3c(nc2c1)CCCCC3	1	-3.2	19	-0.8	-61	-1.6	-2.9	44	-8
COc1ccc(/C=C/C(=O)Nc2ccncc2)cc1OC	2	-1.9	-9	0.1	-5	-0.1	-0.4	6	5
CCOc1ccc(NC(=O)c2ccc(N3CC4CC(C3)c3cccc(=O)n3C4)c(NC(=O)c3cccnc3)c2)cc1 (stereo unspecified)	3	-2.7	-5	-0.1	-57	0.6	-4.2	35	0
CCN1CCCC1CNC(=O)c1cc2cc(OC)c(OC)cc2[nH]1 (stereo unspecified)	-4	-2.9	4	0.3	-5	0.9	-2.2	37	-12
O=C(c1ccc(Cl)cc1)N1CCCC(C(=O)N2CCN(c3ccccc3)CC2)C1 (stereo unspecified)	8	-0.1	-9	-2.3	-36	-1.7	0.8	11	-3
O=C(CN1CCCCC1)Nc1ccc(Br)cc1[N+](=O)[O-]	-9	0.6	14	-1.4	2	-2.7	0.5	10	-4
COc1ccc(C(c2c(O)ccc3ccccc23)N2CCOCC2)c(OC)c1 (stereo unspecified)	-20	1.6	16	0.7	20	3.8	0.5	-8	-1
O=C(NCCN1CCOCC1)c1cc2sccc2n1Cc1ccc(F)cc1	-11	-2.9	-7	0.7	1	0.1	-2.0	-3	-3
